Screens from PubChem BioAssay.
Ecoli viability – counter-screen for AddAB inhibitors: E. coli growth inhibition; AID 449728; E. coli V3065 growth, OD600 absorbance, 18 h; inhibition, % at 11.9 µM; actives 0.27% (n = 330,000);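 active means inhibition above the campaign's mean inhibition across all tested compounds plus 3 SD, cut at about 9.9% in these data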;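 further: uninfected addAB+ strain grown without phage in ampicillin broth; 0% = DMSO wells and 100% = ciprofloxacin 0.95 µg/ml wells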
Arr AP2 block – inhibitors of human beta-arrestin and AP2 interaction; AID 504490; FITC-arrestin peptide / GST-AP2 beads, flow cytometry; AP2 beta2 appendage carries R879A mutation; actives 0.31% (n = 340,000); inhibition, % at 10 µM;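 active means inhibition above a set limit, near 3 SD of compounds lacking own fluorescence, cut at about 54% in these data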;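 further: plate controls were DMSO wells for no effect and 5 µM unlabelled arrestin peptide for full effect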
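system = GST-tagged AP2 beta2-adaptin appendage (R879A) on 4 µm glutathione beads | reagent = FITC-labelled arrestin peptide probe, 50 nM final | schedule = compound with beads 12 min RT, then probe 1 h RT | signal = HyperCyt-sampled flow cytometry, FL1 channel, ex 488/em 535 nm | read-out = percent response from loss of bead-bound FITC fluorescence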
PKA-R1A act – PKA-R1A complex activation. PKA-R1A dissociation, Cy5-IP20 fluorescence polarization; scaled: DMSO 0%, 113 µM cGMP 100%. AID 504707. activation, % at 11.4 µM. actives 0.083% (n = 340,000);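 active means percent activation above the mean of all tested compounds plus 3 SD, cut at about 19% in these data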;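 further: higher means more PKAc released from R1A so a rise in polarization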
MOR-DOR ag – OPRM1-OPRD1 heterodimerization agonism; cells, luminescence; AID 504326; activation, % at 9.3 µM; actives 0.3% (n = 340,000); P35372+P41143; in the data active means activation above about 18%;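 further: 0% = vehicle-treated cells and 100% = reference agonist; values of inactives mirror those of a sister screen read the other way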
Target sequence (P35372 whole entry, looked up): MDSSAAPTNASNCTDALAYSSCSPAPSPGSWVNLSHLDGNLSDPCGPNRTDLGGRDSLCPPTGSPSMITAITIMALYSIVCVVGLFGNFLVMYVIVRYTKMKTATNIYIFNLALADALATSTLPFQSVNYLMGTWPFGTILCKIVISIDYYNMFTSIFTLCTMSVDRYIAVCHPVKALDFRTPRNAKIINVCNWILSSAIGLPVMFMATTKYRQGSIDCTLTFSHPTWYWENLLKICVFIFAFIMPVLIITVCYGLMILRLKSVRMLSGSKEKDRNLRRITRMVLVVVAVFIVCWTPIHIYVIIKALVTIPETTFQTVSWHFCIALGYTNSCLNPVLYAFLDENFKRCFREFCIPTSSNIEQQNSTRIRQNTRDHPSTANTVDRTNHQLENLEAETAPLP
Target sequence (P41143 whole entry, looked up): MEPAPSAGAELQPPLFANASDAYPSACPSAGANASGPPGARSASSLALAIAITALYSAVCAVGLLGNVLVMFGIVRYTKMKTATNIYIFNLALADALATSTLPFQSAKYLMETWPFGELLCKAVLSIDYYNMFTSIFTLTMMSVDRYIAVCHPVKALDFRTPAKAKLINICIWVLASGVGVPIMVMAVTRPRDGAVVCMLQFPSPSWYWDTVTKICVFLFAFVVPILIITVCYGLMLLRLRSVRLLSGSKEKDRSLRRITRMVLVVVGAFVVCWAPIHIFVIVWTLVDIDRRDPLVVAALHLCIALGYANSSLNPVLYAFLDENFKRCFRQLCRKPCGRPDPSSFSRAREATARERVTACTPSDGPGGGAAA
AddAB inh – less growth of phage-infected E. coli with AddAB. E. coli expressing H. pylori AddAB, absorbance growth. inhibition, % at 11.9 µM. actives 0.29% (n = 330,000). AID 435030; in the data active means inhibition above about 12%;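 further: 0% = vehicle wells of infected cells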
DSG3 Ab inh – inhibitors of pemphigus antibody binding to human desmoglein-3 | P32926 | DSG3-coupled beads, scFv-anti-DSG3-GFP binding, flow cytometry; active compounds read low | binding (percent of control), % at 10 µM | actives 0.48% (n = 310,000) | AID 588358;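 active means binding more than 3 SD below its plate's average and above zero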;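 further: hits lower antibody fragment binding to DSG3; some compounds called inactive have numbers as strong as hits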
SUMO Mot1 rescue – blocks SUMOylation pathway, rescuing yeast Mot1-301 growth | S. cerevisiae Mot1-301 growth rescue, ATP luminescence, 38.5C; percent above DMSO median, 100 means doubled | growth rescue, % at 18.8 µM | actives 1% (n = 320,000) | AID 2716;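 active means every valid replicate shows activation above 250% relative to neutral control wells; inactive means the rest, any valid replicate at or below 250%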;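 further: OY570 slx delta 5 strain wells were the positive control but not used for scaling; some compounds called inactive have numbers as strong as hits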
Tat export inh – E. coli Tat transport inhibition; E. coli MC4100 TorA-mCherry Tat export, fluorescence; inhibition, % at 10 µM; actives 0.036% (n = 340,000); AID 488895;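 active means mean replicate inhibition at least 50% and at least half of replicates individually reaching 50%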;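 further: exported cargo escapes ClpAP degradation while cytoplasmic cargo is degraded and loses fluorescence; 0% = median of neutral control wells and 100% = median of NaSCN control wells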
phage Ecoli inh – E. coli growth loss with phage present; growth absorbance; inhibition, % at 11.9 µM; actives 0.26% (n = 360,000); in the data active means inhibition above about 11%
OPRM1-OPRD1 inv – inverse agonist of human OPRM1-OPRD1 heterodimerization | P35372+P41143 | cell-based MOR-DOR heterodimer luminescence, inverse agonism | inhibition, % at 9.3 µM | actives 0.21% (n = 340,000) | AID 504357; in the data active means inhibition above about 22%, passing the limit was not always enough;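 further: 0% = cells with DMSO and 100% = wells without cells with DMSO; values of inactives mirror those of a sister screen read the other way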
PfHsp90 set2 – reduces growth (ATP signal) of yeast expressing P. falciparum Hsp90; S. cerevisiae expressing PfHsp90, BacTiter-Glo ATP, 48 h; yeast lacking PDR1 and PDR3 efflux regulators; inhibition, % at 9.4 µM; actives 0.32% (n = 310,000); AID 504621;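 active means every replicate shows inhibition above about 80%, whatever the replicate mean, limit read from the data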;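 further: 0% = DMSO neutral controls and 100% = 20 µM radicicol positive controls; yeast relying on Plasmodium falciparum Hsp90 in place of its own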
* marks the source's active call; other numbers are inactive results; i = inactive; nt = no result given.

1	CCOC(=O)C1=C(C)NC(=O)NC1c1ccoc1 (centres undefined)
2	CC(=O)Nc1c(-c2ccccc2)nc2cc(C)ccn12
3	CCOc1ccc(Cl)cc1C(c1c(C)[nH][nH]c1=O)c1c(C)[nH][nH]c1=O
4	CCOc1ccc(S(=O)(=O)n2c(C)nc3ccccc32)cc1
5	CN(CC(=O)Nc1ccccc1Cl)C(=O)CSc1ncc(C(F)(F)F)cc1Cl
6	COc1cccc(Nc2nc(CC(C)=O)ns2)c1
assay / entry,1,2,3,4,5,6
Ecoli viability,-3.3,-0.2,nt,0.6,-1.6,-1.8
Arr AP2 block,0,8,-5,5,-16,3
PKA-R1A act,-13,-16,4,5,-7,-15
MOR-DOR ag,-0.7,-0.2,-2.0,-0.1,3.0,-1.6
AddAB inh,-1.7,-1.3,nt,-0.1,1.7,0.2
DSG3 Ab inh,121,111,115,97,97,nt
SUMO Mot1 rescue,-10,3,-8,-13,-10,257
Tat export inh,28,-1,-6,-7,1,0
phage Ecoli inh,1.4,0.4,-0.4,0.5,3.8,2.8
OPRM1-OPRD1 inv,3,1,10,1,-17,10
PfHsp90 set2,-17,20,5,19,4,17

7	Cc1nc([N+](=O)[O-])c(C(=O)O)n1C
8	CS(=O)(=O)N1CCCC(C(=O)Nc2cccc(F)c2)C1 (centres undefined)
9	COc1ccccc1/C=C/CN1CCCC(CO)(CCc2ccccc2)C1 (centres undefined)
10	O=C(N/N=C/c1ccc(O)c(O)c1)c1ccc(-n2cnnn2)cc1
11	CCc1cc(CNC(=O)CCc2nnc(Cc3cccc(C)c3)o2)on1
12	O=C(O)CCC1=C2c3ccccc3CCN2C(=O)CC1
assay / entry,7,8,9,10,11,12
Ecoli viability,-1.7,-1.1,-1.1,-3.4,-0.8,0.8
Arr AP2 block,38,8,32,-2,40,9
PKA-R1A act,0,1,-3,-5,-7,3
MOR-DOR ag,-0.2,-2.1,2.2,-0.1,-2.5,0.4
AddAB inh,0.2,1.6,0.2,0.1,0.8,-1.4
DSG3 Ab inh,100,107,110,98,99,105
SUMO Mot1 rescue,-11,-5,35,-2,8,7
Tat export inh,-10,-21,-9,2,5,6
phage Ecoli inh,4.3,0.7,2.3,1.0,5.3,2.6
OPRM1-OPRD1 inv,1,12,-12,0,13,-2
PfHsp90 set2,3,-1,8,6,-23,-6

13	CCN(C(=O)COC(=O)c1ccc(Cl)c(N)c1)C1CCS(=O)(=O)C1 (centres undefined)
14	COc1ccc2sc(-c3ccc(N(C)C)cc3)c(-c3ccc4cc[nH]c4c3)c2c1
15	Cc1ccc(O)c(C(=O)CC(=O)c2cccc(F)c2)c1
16	CCn1c(CCCCc2n[nH]c(=S)n2CC)n[nH]c1=S
17	CC(C)C[C@H](NC(=O)C1(c2ccccc2)CCN(C(=O)[C@H]2CSCN2C(=O)OC(C)(C)C)CC1)C(=O)O
18	Nc1ccc2c(c1)C(=O)Cc1ccccc1S2
assay / entry,13,14,15,16,17,18
Ecoli viability,1.0,-1.8,-4.5,3.0,1.6,-1.8
Arr AP2 block,-9,4,10,1,5,26
PKA-R1A act,10,-1,-19,-19,2,5
MOR-DOR ag,0.1,2.4,-0.4,0.0,-1.3,-3.7
AddAB inh,1.4,0.4,-2.4,0.7,2.9,2.1
DSG3 Ab inh,111,102,114,97,87,95
SUMO Mot1 rescue,195,-11,538*,-11,-23,-6
Tat export inh,1,4,-24,-5,3,-2
phage Ecoli inh,2.9,2.9,-0.3,2.9,5.0,2.9
OPRM1-OPRD1 inv,-1,-13,2,0,7,20
PfHsp90 set2,-23,-7,nt,12,1,-19

19	COc1ccc(C(=O)CCC(=O)N2CCN(c3ccc(N4CCOCC4)nn3)CC2)cc1
20	CCCCOc1ccccc1C1C(C(=O)OC)=CN(CC)C=C1C(=O)OC
21	O=C(Nc1cccc(C(=O)N2CCCCC2)c1)c1ccccc1Br
22	CC(C)(Oc1ccc(CCNC(=O)c2ccc(-c3ccc(Cl)cc3)o2)cc1)C(=O)O
23	O=C(Nc1nnc(-c2ccc3c(c2)OCCO3)o1)C1CCCCC1
24	O=C1CSCC(=O)N1Cc1ccc(Cl)cc1Cl
assay / entry,19,20,21,22,23,24
Ecoli viability,-0.3,-1.8,1.1,1.0,-4.6,-2.1
Arr AP2 block,6,36,6,7,2,11
PKA-R1A act,-7,-2,12,nt,-2,-5
MOR-DOR ag,-1.3,-2.0,-0.6,nt,-1.9,-0.7
AddAB inh,1.2,2.1,1.7,4.4,-3.3,-1.0
DSG3 Ab inh,104,104,108,101,104,110
SUMO Mot1 rescue,-14,246,-14,31,-3,7
Tat export inh,3,-18,5,0,3,-9
phage Ecoli inh,2.4,2.1,1.2,0.7,-3.0,2.5
OPRM1-OPRD1 inv,7,11,3,nt,9,3
PfHsp90 set2,-6,5,-6,5,-17,-2

25	CCSc1nnc(Cc2cc(=O)[nH]c(=O)[nH]2)n1-c1ccc(Cl)cc1
26	C=C(C)C(=O)N1CC2(CC(c3cccc(NC(=O)/C(C)=C\C)c3)=NO2)C[C@H]1C(N)=O (some centres undefined)
27	COc1cccc(C2=NOC(C(=O)NCC3CCCO3)C2)c1 (centres undefined)
28	Cc1sc(NC(=O)CCCCC(=O)Nc2sc(C)c(C)c2C(=O)O)c(C(=O)O)c1C
29	COc1ccc(C2CC(c3ccc4ccccc4c3OC(C)=O)=NN2C(C)=O)cc1 (centres undefined)
30	O=c1[nH]c(SCc2ccc(Cl)cc2)nc2c1CCC2
assay / entry,25,26,27,28,29,30
Ecoli viability,1.2,-3.0,-2.5,1.3,2.3,-0.8
Arr AP2 block,4,5,2,-3,10,-7
PKA-R1A act,-8,-10,7,-1,3,3
MOR-DOR ag,-3.5,-1.5,0.8,-2.5,129*,-0.6
AddAB inh,3.4,-1.5,-1.1,2.3,3.8,1.7
DSG3 Ab inh,98,103,99,104,108,98
SUMO Mot1 rescue,-15,1,11,7,-13,6
Tat export inh,9,-2,1,3,-9,2
phage Ecoli inh,1.3,0.9,2.3,0.8,-1.9,3.2
OPRM1-OPRD1 inv,18,8,-4,13,i,4
PfHsp90 set2,-6,nt,28,14,-6,4

Along the list, quoted from above:
PKA-R1A act, compounds 25 to 30, in order: -8, -10, 7, -1, 3, 3

(list continues)
31	O=C(NC1CCCCC1)c1ccc(NS(=O)(=O)c2cccc3cccnc23)cc1
32	CCOc1ccc(OCCC(=O)OC(C)C(=O)Nc2ccc(Cl)cn2)cc1 (centres undefined)
33	CCOCCCn1c(NN)nc2ccccc2c1=O
34	Brc1ccc(-c2noc3c2-c2nc(-c4ccccc4)sc2CC3)cc1
35	Cc1ccc(C(=O)OC(C)CN2C(C)CCCC2C)cc1 (centres undefined)
36	Cc1sc2ncnc(NCCCn3ccnc3)c2c1C
assay / entry,31,32,33,34,35,36
Ecoli viability,-0.1,nt,2.9,-1.4,0.8,-1.4
Arr AP2 block,-8,36,7,4,-5,0
PKA-R1A act,-4,-1,-15,7,-1,1
MOR-DOR ag,-0.2,-0.6,-0.1,-8.4,-0.1,-1.5
AddAB inh,0.5,nt,1.9,-0.4,0.2,-0.2
DSG3 Ab inh,103,109,97,104,103,105
SUMO Mot1 rescue,-12,nt,-23,-9,288,0
Tat export inh,12,0,-3,-2,-3,-2
phage Ecoli inh,1.2,1.7,2.9,0.5,-0.6,2.9
OPRM1-OPRD1 inv,1,4,0,39,0,9
PfHsp90 set2,-22,nt,-14,1,9,-5

Five of the entries above in order of their number in Arr AP2 block, lowest first:
cpd	SMILES	Arr AP2 block
31	O=C(NC1CCCCC1)c1ccc(NS(=O)(=O)c2cccc3cccnc23)cc1	-8
35	Cc1ccc(C(=O)OC(C)CN2C(C)CCCC2C)cc1 (centres undefined)	-5
34	Brc1ccc(-c2noc3c2-c2nc(-c4ccccc4)sc2CC3)cc1	4
33	CCOCCCn1c(NN)nc2ccccc2c1=O	7
32	CCOc1ccc(OCCC(=O)OC(C)C(=O)Nc2ccc(Cl)cn2)cc1 (centres undefined)	36

Further structures follow.
37	CN(C(=O)c1ccc2nc(N)sc2c1)c1ccccc1
38	CCCS(=O)(=O)c1nc(S(=O)(=O)c2ccc(C)cc2)c(N2CCN(CC)CC2)s1
39	Cc1ccc(CC(CC(=O)NCCc2ccc3c(c2)OCO3)C(=O)O)cc1 (centres undefined)
40	CCOC(=S)SCC(=O)Nc1ncc(C)s1
41	O=C(COc1ccc2ccccc2c1)Nc1cccnc1Cl
42	COc1ccc(NCc2nnc(SCC(=O)Nc3ccccc3OC)o2)cc1
43	CCOC(=O)c1cnc(-n2nc(C)cc2C)nc1NNc1nc(C)cc(C)n1
assay / entry,37,38,39,40,41,42,43
Ecoli viability,0.9,0.1,3.2,1.0,0.2,0.7,-2.3
Arr AP2 block,10,37,10,29,-2,-2,39
PKA-R1A act,-1,4,2,-3,-5,1,12
MOR-DOR ag,-1.4,-2.0,-1.1,-4.2,5.2,-3.9,-2.3
AddAB inh,4.0,4.5,3.7,1.1,2.2,0.9,-3.1
DSG3 Ab inh,113,nt,103,92,114,100,97
SUMO Mot1 rescue,-19,-15,-13,-7,-11,780,14
Tat export inh,-1,-3,7,-4,0,-12,10
phage Ecoli inh,2.7,4.6,1.4,-2.9,1.2,2.0,1.9
OPRM1-OPRD1 inv,7,11,6,22,-28,21,12
PfHsp90 set2,8,-2,nt,-27,-24,-20,-3

Profiles from above. Screens in order: Ecoli viability | Arr AP2 block | PKA-R1A act | MOR-DOR ag | AddAB inh | DSG3 Ab inh | SUMO Mot1 rescue | Tat export inh | phage Ecoli inh | OPRM1-OPRD1 inv | PfHsp90 set2
`CCOC(=O)c1cnc(-n2nc(C)cc2C)nc1NNc1nc(C)cc(C)n1` across the screens: -2.3 | 39 | 12 | -2.3 | -3.1 | 97 | 14 | 10 | 1.9 | 12 | -3
`CCOC(=S)SCC(=O)Nc1ncc(C)s1` across the screens: 1.0 | 29 | -3 | -4.2 | 1.1 | 92 | -7 | -4 | -2.9 | 22 | -27
